# High-throughput results deposited in PubChem by Vanderbilt High Throughput Screening Facility.
# Cav3 T inh – Cav3.2 calcium influx blockers – cell-based, Fluo-4 calcium fluorescence, FDSS, MLSMR library, primary screen. B-score at 10 µM. Cav3.2-expressing cells; active compounds read low. Voltage-dependent T-type calcium channel subunit alpha-1H (Homo sapiens), O95180. 4% of 100,000 active;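 active = single-dose well whose peak fluorescence ratio is a statistical outlier from its plate by either plate-standardised score or position-corrected B-score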
# Target sequence (O95180 whole entry, looked up): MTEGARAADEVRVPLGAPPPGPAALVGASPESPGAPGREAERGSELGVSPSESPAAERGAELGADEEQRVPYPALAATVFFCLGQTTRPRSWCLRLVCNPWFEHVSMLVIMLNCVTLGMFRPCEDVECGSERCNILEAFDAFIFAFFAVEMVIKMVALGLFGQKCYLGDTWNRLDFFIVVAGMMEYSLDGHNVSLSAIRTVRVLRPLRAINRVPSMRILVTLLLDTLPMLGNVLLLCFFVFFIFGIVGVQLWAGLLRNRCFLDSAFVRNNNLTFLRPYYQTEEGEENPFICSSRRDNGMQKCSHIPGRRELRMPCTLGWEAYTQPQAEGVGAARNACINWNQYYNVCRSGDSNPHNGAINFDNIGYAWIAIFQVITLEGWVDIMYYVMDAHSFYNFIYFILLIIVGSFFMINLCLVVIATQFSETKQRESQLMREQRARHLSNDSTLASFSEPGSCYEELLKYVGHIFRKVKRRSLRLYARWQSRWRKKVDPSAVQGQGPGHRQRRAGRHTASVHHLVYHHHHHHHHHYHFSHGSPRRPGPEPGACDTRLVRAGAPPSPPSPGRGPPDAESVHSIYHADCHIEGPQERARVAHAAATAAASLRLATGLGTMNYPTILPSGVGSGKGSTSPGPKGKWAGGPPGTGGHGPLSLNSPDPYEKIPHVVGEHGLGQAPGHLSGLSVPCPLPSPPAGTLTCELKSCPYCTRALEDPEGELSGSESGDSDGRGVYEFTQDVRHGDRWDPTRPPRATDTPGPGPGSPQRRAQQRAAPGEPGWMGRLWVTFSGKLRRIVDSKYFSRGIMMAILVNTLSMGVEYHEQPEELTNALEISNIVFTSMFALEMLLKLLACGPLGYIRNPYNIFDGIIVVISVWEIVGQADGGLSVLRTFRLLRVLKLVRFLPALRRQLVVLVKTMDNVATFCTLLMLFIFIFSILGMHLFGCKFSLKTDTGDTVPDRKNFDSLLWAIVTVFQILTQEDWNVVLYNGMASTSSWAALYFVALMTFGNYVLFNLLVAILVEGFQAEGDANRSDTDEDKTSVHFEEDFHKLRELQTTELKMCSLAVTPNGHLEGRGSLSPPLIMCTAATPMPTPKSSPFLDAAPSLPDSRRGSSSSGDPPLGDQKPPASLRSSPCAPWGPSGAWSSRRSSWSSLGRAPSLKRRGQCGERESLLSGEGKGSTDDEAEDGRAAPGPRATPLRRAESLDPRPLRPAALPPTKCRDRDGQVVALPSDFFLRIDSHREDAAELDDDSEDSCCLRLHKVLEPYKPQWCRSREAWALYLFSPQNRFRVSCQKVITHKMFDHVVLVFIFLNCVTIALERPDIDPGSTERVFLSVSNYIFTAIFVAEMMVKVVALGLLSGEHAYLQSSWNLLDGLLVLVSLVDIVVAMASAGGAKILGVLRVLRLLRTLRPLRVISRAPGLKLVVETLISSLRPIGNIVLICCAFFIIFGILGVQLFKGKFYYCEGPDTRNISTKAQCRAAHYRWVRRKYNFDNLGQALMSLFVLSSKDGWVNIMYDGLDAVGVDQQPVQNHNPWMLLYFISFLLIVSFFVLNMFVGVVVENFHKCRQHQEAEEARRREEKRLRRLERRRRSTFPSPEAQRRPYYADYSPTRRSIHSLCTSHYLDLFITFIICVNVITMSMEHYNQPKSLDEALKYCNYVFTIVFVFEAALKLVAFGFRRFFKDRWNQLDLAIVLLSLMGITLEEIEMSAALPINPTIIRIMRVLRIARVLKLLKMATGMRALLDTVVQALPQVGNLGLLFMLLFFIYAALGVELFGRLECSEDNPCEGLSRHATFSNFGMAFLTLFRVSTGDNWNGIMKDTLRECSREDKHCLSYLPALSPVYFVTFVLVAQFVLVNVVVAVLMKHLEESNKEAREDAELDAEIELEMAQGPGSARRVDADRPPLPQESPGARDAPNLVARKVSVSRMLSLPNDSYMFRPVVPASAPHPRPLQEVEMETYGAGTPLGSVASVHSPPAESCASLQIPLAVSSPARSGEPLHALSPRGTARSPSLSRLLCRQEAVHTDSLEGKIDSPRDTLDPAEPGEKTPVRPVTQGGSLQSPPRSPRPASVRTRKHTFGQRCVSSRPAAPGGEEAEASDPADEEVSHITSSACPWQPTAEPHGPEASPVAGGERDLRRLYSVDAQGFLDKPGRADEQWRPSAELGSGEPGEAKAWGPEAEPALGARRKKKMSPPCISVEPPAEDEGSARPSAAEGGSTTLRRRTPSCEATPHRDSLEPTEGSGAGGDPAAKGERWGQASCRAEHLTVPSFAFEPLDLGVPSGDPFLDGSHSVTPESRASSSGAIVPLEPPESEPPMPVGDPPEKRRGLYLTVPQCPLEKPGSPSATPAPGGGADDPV
# Numbers without * were called inactive. An excerpt; the hit share may differ from the screen's.
SMILES,Cav3 T inh
COC(=O)C(NC(C)=O)(Nc1ccccc1)C(=O)OC,0.0349
Cc1cccc(C)c1OCC(=O)Nc1oc(-c2ccccc2)c(-c2ccccc2)c1C#N,-3.19
COCC(=O)Nc1nc2ccccc2s1,0.261
CCOC(=O)C1=C(C)NC(=O)C(C#N)C1c1ccncc1 (stereo not given),0.341
COC(=O)c1ccccc1N1C(=O)C2C(C1=O)C1C=CC2C12CC2 (stereo not given),0.794
O=C(c1cc2sccc2n1Cc1ccc(F)cc1)N1CCN(c2nc3ccccc3s2)CC1,-2.76
CCn1c(C)cc(/C=C2\NC(=O)N(CC(=O)Nc3cccc(C)c3)C2=O)c1C,-0.351
CCCS(=O)(=O)N1CCCC(C(=O)NCc2ccc3c(c2)OCO3)C1 (stereo not given),0.0014
CCCCN(C)CCCNC(=O)C1CC(=O)N(Cc2ccc(OC)cc2)C1 (stereo not given),0.893
Cc1cccc(OCC(=O)NC(C)C(=O)N/N=C/c2c(OCc3ccccc3)ccc3ccccc23)c1 (stereo not given),-6.79*
COc1ccc(-c2nnc(SCC(=O)Nc3ccc(Cl)cc3)n2C)cc1,-0.155
Cc1c(=O)n(OCc2ccccc2)c2ccccc2[n+]1[O-],-0.0405
CCCCc1c(C)c(C#N)c2[nH]c3ccccc3n2c1=O,0.99
COC(=O)c1c(NC(=O)c2ccc(S(=O)(=O)N3CCOCC3)cc2)sc2c1CCN(C)C2,0.306
O=C(O)C1C2C=CC(C2)C1C(=O)NCCc1ccccc1 (stereo not given),0.169
O=C(CSc1nnc(-c2cccs2)n1-c1cccc(Cl)c1)c1cccc2c1OCCO2,-0.39
COC(=O)c1c(NC(NC(=O)C(C)(C)C)C(Cl)(Cl)Cl)sc2c1CCC2 (stereo not given),-0.152
Fc1ccc(C2=Nn3c(Cc4ccccc4F)nnc3SC2)cc1,1.5
Cc1cc(=O)[nH]c(SCC(=O)Nc2cccc3ccccc23)c1C#N,1.22
COCCn1c(SCC(=O)N2CCCc3ccccc32)nc2c(c1=O)SC(C)C2 (stereo not given),0.438
CN(C)c1nc(-c2ccccc2)c2cnn(Cc3ccccc3)c2n1,1.07
CCCOC(=O)c1c(N)sc2c1CCC2,0.316
COc1cccc(-c2nnc(SCC(=O)N3CC(C)CC(C)C3)o2)c1 (stereo not given),-3.65
Cc1ccccc1-c1nnc(SCc2ccccc2F)o1,-0.98
Cc1cc(C(=O)OCC(=O)NC(C)(C)C)c2ccccc2n1,-0.115
CC1CCCC(C)N1C(=O)CSCc1ccc(Cl)cc1 (stereo not given),-1.41
COc1cccc(CNC(=O)c2nnn(-c3ccc(OC(F)(F)F)cc3)c2N)c1,0.178
CC(C)(C)c1cc(NC(=O)CCSc2nnc3ccccn23)cc(C(C)(C)C)c1,-2.77
N/C(=N\OC(=O)N1CCOCC1)c1ccccc1,-1.79
COc1ccc(-c2cccc(C3CC=CC4C3C(=O)N(Cc3ccccc3)C4c3ccc(C(F)(F)F)cc3)c2)cc1 (stereo not given),0.0862

# Structures listed so far that have fluorine (5):
SMILES,Cav3 T inh
O=C(c1cc2sccc2n1Cc1ccc(F)cc1)N1CCN(c2nc3ccccc3s2)CC1,-2.76
Fc1ccc(C2=Nn3c(Cc4ccccc4F)nnc3SC2)cc1,1.5
Cc1ccccc1-c1nnc(SCc2ccccc2F)o1,-0.98
COc1cccc(CNC(=O)c2nnn(-c3ccc(OC(F)(F)F)cc3)c2N)c1,0.178
COc1ccc(-c2cccc(C3CC=CC4C3C(=O)N(Cc3ccccc3)C4c3ccc(C(F)(F)F)cc3)c2)cc1 (stereo not given),0.0862

# An excerpt from above in order of count of non-hydrogen atoms, smallest number first.
SMILES,Cav3 T inh
COCC(=O)Nc1nc2ccccc2s1,0.261
COC(=O)C(NC(C)=O)(Nc1ccccc1)C(=O)OC,0.0349
Cc1cc(C(=O)OCC(=O)NC(C)(C)C)c2ccccc2n1,-0.115
COc1ccc(-c2nnc(SCC(=O)Nc3ccc(Cl)cc3)n2C)cc1,-0.155
COC(=O)c1c(NC(=O)c2ccc(S(=O)(=O)N3CCOCC3)cc2)sc2c1CCN(C)C2,0.306
O=C(c1cc2sccc2n1Cc1ccc(F)cc1)N1CCN(c2nc3ccccc3s2)CC1,-2.76
Cc1cccc(OCC(=O)NC(C)C(=O)N/N=C/c2c(OCc3ccccc3)ccc3ccccc23)c1 (stereo not given),-6.79*

# Carrying on:
SMILES,Cav3 T inh
O=C(Cc1cn2ccsc2n1)OCc1nc2ccccc2s1,0.522
CCOC(=O)C1(C(=O)O)NC(=O)CC1c1ccccc1 (stereo not given),1.43
COc1ccc(N2CCN(C(=S)NCCc3ccccc3)CC2)cc1,0.0159
COc1ccc(Nc2nc(N3CCCCC3)nc3ccccc23)c(OC)c1,-3.04
COc1ccc2cc(CN(CCc3ccccc3)Cc3nnnn3CC3CCCO3)c(=O)[nH]c2c1 (stereo not given),-1.57
O=c1c(-c2ccc(F)cc2)coc2c3c(ccc12)OCCO3,0.235
CCOC(=O)Oc1ccc2c(=O)c(Oc3cc(C)cc(C)c3)coc2c1,0.479
N#CCC(=N)N1CCN(c2ccccc2)CC1,0.355
O=c1c2c3c(sc2ncn1/N=C/c1ccccc1)CCCC3,-1.17
CC(C)CCn1c(CN(C)Cc2ccccc2)nc2c1c(=O)n(C)c(=O)n2C,-2.9
O=C(NC1CC1)C1=C[C@H](c2coc3ccccc3c2=O)C[C@H](OCCCCO)O1,0.0579
Cc1cc(N2CCC(C(=O)NC3CCCCC3)CC2)nc(-c2ccccc2)n1,0.351
CCn1c(N2CCN(CC(=O)c3ccc(OC)cc3)CC2)nc2ccccc21,2.93
CCCCCCC(=O)Nc1ccc(C(=O)N/N=C/c2cccnc2)cc1,-0.777
Cc1ccccc1SCC(=O)Nc1cccc(C#N)c1,-1.98
Cc1cccc(C)c1NC(=O)N1C2CCCC1CC(NC(=O)C(C)(C)C)C2 (stereo not given),1.94
S=c1nc(-c2ccccc2)n(Cc2ccco2)c2c1CCCC2,0.611
CCOc1ccc(NC(=O)N2CCC(n3c(=O)[nH]c4ccccc43)CC2)cc1,-0.781
Cc1nc2ccc(S(=O)(=O)Nc3cccc(-c4nc5cccnc5s4)c3C)cc2s1,-1.4
COCc1nnc(NC(=O)CCSc2ccccc2)s1,0.00561
CC(C)CNS(=O)(=O)c1ccc(S(=O)(=O)N2CCCN(Cc3ccccc3)C2)cc1,-0.933
Cn1c(SCCOc2ccccc2Cl)nnc1-c1ccncc1,-0.701
Cn1cnnc1SCC(=O)Nc1sc2c(c1C(N)=O)CCC2,0.224
O=C(NCCc1ccccc1)C1CCCN(S(=O)(=O)c2cccc3nonc23)C1 (stereo not given),-0.494
COc1cccc(-c2nnc(SCCC(=O)O)n2C)c1,0.00968
FC(F)(F)c1cc(-c2ccco2)nc(NCc2ccco2)n1,-0.611
CC(=O)N1c2c(cc(Br)cc2S(=O)(=O)NCc2ccc3c(c2)OCO3)CC1C (stereo not given),0.585
Cc1ccc(S(=O)(=O)CCc2ccccn2)cc1,0.91
Cc1cc(C(F)F)n2ncc(C(=O)N3CCc4ccccc4C3)c2n1,0.555
O=C(Nc1nccs1)c1ccc(Cl)cc1[N+](=O)[O-],1.35
CCOc1c(S(=O)(=O)N2CCCC2)ccc(Cl)c1Cl,-1.14
O=C(Nc1nnc(Cc2ccc(Cl)cc2)s1)c1ccco1,1.29
CC1(c2nnc(-c3cccc(Cl)c3)o2)CC(c2cccc(F)c2)=NO1 (stereo not given),-0.185
CCCCOP(=O)(OCCCC)C1(NS(=O)(=O)c2ccccc2)C=CC(=O)c2ccccc21 (stereo not given),-2.72
CCOc1ccc(OCC)c(NC(=O)CN2CCN(c3cccc(C)c3C)CC2)c1,-0.679
Cc1nnc(SCCn2c(N3CCCC(C)C3)nc3c2c(=O)[nH]c(=O)n3C)s1 (stereo not given),0.751
CC1CCN(c2nc3c(c(=O)n(C)c(=O)n3C)n2CCSc2ncccn2)CC1,1.02
COc1cc(CNC(=O)CCCC/C=C\C(C)C)ccc1O,-0.894
CN(C)S(=O)(=O)c1c(Cl)cccc1Cl,0.198
COC(=O)CCCCCN1C(=O)NC(c2ccc(-c3ccccc3)cc2)C(C(=O)OCc2ccccc2)=C1C (stereo not given),-1.03
COc1ccc(OCC(=O)Nc2ccc(C)cc2)cc1,0.466
O=C(CSc1nccn1-c1ccccc1)N1CCc2ccccc21,-1.16
CC(C)(C)n1nnnc1CN1CCN2CCCC2C1 (stereo not given),0.0464
CN(C)C(=O)COc1ccc2cc(-c3ccccc3)c(=O)oc2c1,0.318
CCCCOc1ccc(CN2CCCCC2)cc1,-0.643
CCC(OC(=O)c1cc2sccc2n1C)C(=O)NCc1ccco1 (stereo not given),-2.02
CCCCC(=O)Nc1nnn(CCC)n1,0.0487
O=C(OCCN1C(=O)c2ccccc2C1=O)c1cc(S(=O)(=O)N2CCOCC2)ccc1F,2.48
CN1CCc2c(sc3c2c(=O)n(-c2ccccc2)c2n[nH]c(=S)n32)C1,2.52
Cc1cc(C)n(CC(=O)Nc2ccccc2)n1,1.1
NS(=O)(=O)c1ccc(NC(=O)CSc2nnc(-c3cnccn3)n2-c2ccccc2)cc1,0.104
CC(=O)OC(C#CCN1CCOCC1)c1ccccc1 (stereo not given),0.455
COc1ccc(CNC(=O)C(C)OC(=O)c2cccn2C)cc1 (stereo not given),-1.24
CCN1CCN(CCNC(=O)CSCc2nc(-c3ccc(OC)c(OC)c3)oc2C)CC1,0.509
Cc1ccccc1-c1cc(-c2ccccc2O)on1,0.91
CC(C(=O)N=c1sc2ccccc2n1C)N1C(=O)C2CC=CCC2C1=O (stereo not given),1.4
CCCn1c(=N)n(CC(O)COc2cccc(C)c2)c2ccccc21 (stereo not given),-3.02
O=C(CCCc1ccccc1)c1ccc2c(c1)OCCO2,-1.48
COc1cccc(N2CCN(c3ncnc4c3[nH]c3ccc(F)cc34)CC2C)c1 (stereo not given),-6.11*
COc1ccc(S(=O)(=O)N2C3CCC2CC(NC(=O)C2CC2)C3)cc1 (stereo not given),0.621
# Continued.
SMILES,Cav3 T inh
COc1ccc(-n2c(-c3cccc(OC)c3)nc(=S)c3c2CCCC3)cc1,0.391
Cc1ccc(C(=O)CSc2nnc(CNc3nc(-c4ccccc4)cs3)n2C)cc1,-4.55*
O=C(Nc1ccc2c(c1)OCCO2)C1CCN(S(=O)(=O)c2cccs2)CC1,0.0488
CCOc1ccc(C(=O)N/N=C(\c2ccccc2)c2ccccn2)cc1,-0.844
Nc1nnc(SCC(=O)Nc2ccc(S(=O)(=O)N3CCOCC3)cc2)s1,-0.00281
CC(=O)N1N=C(c2ccc3nccnc3c2)CC1c1ccccc1 (stereo not given),1.59
O=C(Cn1cnc2c(nnn2Cc2ccc(F)cc2)c1=O)N1CCCc2ccccc21,-0.707
O=C(O)c1ccc(Cl)c(S(=O)(=O)N2CCCCCC2)c1,0.634
COc1ccc(-c2noc(CCCC(=O)Nc3ccc(C(N)=O)cc3)n2)cc1,1.32
Fc1nc(N2CCCC2)c(F)c(Oc2ccccc2Oc2c(F)c(F)nc(N3CCCC3)c2F)c1F,-0.0876
Cn1c(SCC(=O)c2ccc(F)cc2)nnc1-c1cnccn1,-0.111
N#Cc1cc(N)c(Nc2ccccc2)cc1C#N,-0.802
Cc1ccc(C2c3sc(=O)[nH]c3SC3C(=O)NC(=O)C32)cc1 (stereo not given),0.566
Cc1nc2ccc(N3C(=O)CCC3=O)cc2[nH]1,-0.53
COC(=O)c1ccc(OCC(O)CN2C(=O)NC(C)(C)C2=O)cc1 (stereo not given),0.0524

# Reprinted at random: four compounds from above
SMILES,Cav3 T inh
COc1ccc(-n2c(-c3cccc(OC)c3)nc(=S)c3c2CCCC3)cc1,0.391
Fc1nc(N2CCCC2)c(F)c(Oc2ccccc2Oc2c(F)c(F)nc(N3CCCC3)c2F)c1F,-0.0876
O=C(Nc1ccc2c(c1)OCCO2)C1CCN(S(=O)(=O)c2cccs2)CC1,0.0488
COC(=O)c1ccc(OCC(O)CN2C(=O)NC(C)(C)C2=O)cc1 (stereo not given),0.0524

# Continued:
SMILES,Cav3 T inh
CCOC(=O)NC(=O)CSc1nc2ccc(OCC)cc2[nH]1,0.331
COc1cccc(OC)c1/C(O)=C(\C#N)c1nc2ccccc2[nH]1,-0.322
O=[N+]([O-])c1cc(-c2n[nH]c(-c3ccccc3)n2)cc([N+](=O)[O-])c1,1.38
COC(=O)C(=Cc1ccc(OCc2ccc([N+](=O)[O-])cc2)c(OC)c1)C(=O)OC,2.3
Cc1cc(C)c(NC(=O)c2ccc(S(=O)(=O)N(C)C)cc2)c(C)n1,1.8
CCOC(=O)c1c(C)n(OCc2ccccc2)c2ccc3c(no[n+]3[O-])c12,-3.95
Cc1ccc(C(=O)/C=C/c2ccc3c(c2)OCO3)o1,-1.23
CC(C)c1nc(SCC(=O)Nc2ccc3c(c2)OCO3)n[nH]1,0.565
Cc1ccc(C)c(C(=O)NC2CC(C)(C)NC(C)(C)C2)c1,0.0523
CNS(=O)(=O)c1cccc(C(=O)Nc2cccnc2)c1,1.42
C1CCC(c2nn3c(-c4n[nH]c5c4CCC5)nnc3s2)CC1,0.724
COc1ccc(NC2=NC(=S)N(c3ccc(C)cc3)C23CCCCC3)cc1,0.0315
COc1ccc(OC(=O)Nc2ccccc2)cc1,-0.269
CC(C)Oc1ccc(C(=O)N2CCCC2C(=O)O)cc1 (stereo not given),0.266
CCOc1ccc(-c2[nH]ncc2-c2ccc(OC)c(OC)c2)c(O)c1,-1.11
COCCNC(=O)c1cc2oc3ccccc3c2n1C,0.135
CCOc1cc(-c2nc3ccccn3c2NCC2CCCO2)ccc1O (stereo not given),-1.06
COc1ccc(-n2c(SCC(=O)Nc3ccccc3)nc3c(c2=O)SCC3)cc1,0.898
O=C(Nc1ccccc1SCC1CSc2nc3ccccc3c(=O)n21)c1ccccc1Cl (stereo not given),1.66
Cc1cc(C)nc(NS(=O)(=O)c2ccc(NC(=O)C3CC(=O)N(c4ccccc4)C3)cc2)n1 (stereo not given),0.583
CC(=O)Oc1ccc(N(C(C)=O)S(=O)(=O)c2cccs2)c2ccccc12,0.106
CCC(C)Sc1nc2c([nH]c3ccccc32)c(=O)n1C (stereo not given),0.0312
Cc1cc(C)n(S(=O)(=O)/C=C/c2ccccc2)n1,1.48
CCn1c(COc2ccccc2C)nnc1SCC(=O)NCc1ccccc1,-0.196
COc1ccc(C(=O)NC(C)c2nc3ccccc3[nH]2)cc1OC (stereo not given),1.19
CC(C)CC(=O)O/N=C1\C(=O)N(Cc2ccc(Cl)cc2)c2ccc([N+](=O)[O-])cc21,-0.928
